Screening data as filed in PubChem BioAssay.
Cl transport mod – KCC2 cotransporter modulators, thallium flux, primary screen, cell-based, HEK293 KCC2, FluoZin-2 fluorescence, MLSMR; B-score of Tl+ flux slope (higher = more flux/activation; lower = inhibition) at 10 µM; 2.2% of 190,000 active; AID 1456, 2008; Solute carrier family 12 member 5 (Homo sapiens), Q9H2X9; KCC2 cells, thallium flux FluoZin-2 fluorescence;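 active means thallium flux slope and its plate-corrected score both differing from the plate sample mean at a set confidence after two filtering rounds, in either direction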;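 further: slope of fluorescence scaled to starting intensity during 10 to 20 s after thallium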
Furin inh – human furin inhibitors, primary screen, biochemical, fluorescence intensity. P09958. purified furin, fluorogenic substrate cleavage. inhibition, % at 30 µM. 0.061% of 220,000 active; in the data active means inhibition above about 25%; further: inactives centre near -15
Target sequence (P09958 108-714 limits assumed): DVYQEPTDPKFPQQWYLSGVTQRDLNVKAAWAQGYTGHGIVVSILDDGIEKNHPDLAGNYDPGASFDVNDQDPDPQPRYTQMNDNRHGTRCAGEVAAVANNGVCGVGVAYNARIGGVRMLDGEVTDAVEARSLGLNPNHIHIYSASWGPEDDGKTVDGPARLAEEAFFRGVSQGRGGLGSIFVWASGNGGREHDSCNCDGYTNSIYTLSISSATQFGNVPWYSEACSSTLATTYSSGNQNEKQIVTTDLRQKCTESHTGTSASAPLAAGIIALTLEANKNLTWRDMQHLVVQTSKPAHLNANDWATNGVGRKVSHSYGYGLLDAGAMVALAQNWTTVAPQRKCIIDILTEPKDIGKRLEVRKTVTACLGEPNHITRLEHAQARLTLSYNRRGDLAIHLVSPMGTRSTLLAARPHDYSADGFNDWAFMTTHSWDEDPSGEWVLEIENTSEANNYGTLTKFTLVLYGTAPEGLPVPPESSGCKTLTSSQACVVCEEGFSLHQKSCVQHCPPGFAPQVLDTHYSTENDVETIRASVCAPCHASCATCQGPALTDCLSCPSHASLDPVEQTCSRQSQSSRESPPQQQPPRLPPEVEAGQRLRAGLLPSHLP
p97 ATPase inh – inhibitors of human p97 ATPase, primary screen, biochemical; Transitional endoplasmic reticulum ATPase (Homo sapiens), P55072; recombinant p97 ATPase, Kinase-Glo ATP luminescence, 3 h; inhibition, % at 8 µM; 0.42% of 220,000 active; AID 1481, 2009; in the data active means inhibition above about 15%;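 further: 0% = DMSO vehicle and 100% = wells lacking enzyme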
PERK inhibitor – block of dimerizer-induced PERK translation repression, primary screen, PERK inhibitor project, CHO PERK-DD cells, SEAP luminescence, HTS; Eukaryotic translation initiation factor 2-alpha kinase 3 (Homo sapiens), Q9NZJ5; CHO PERK-DD fusion, SEAP luminescence translation reporter; inhibition, % at 5.6 µM; 0.17% of 220,000 active; AID 1416, 2008;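 active means inhibition above the mean inhibition of all tested compounds plus 3 SD, set separately per screening campaign, cut at about 2.9% in these data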;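 further: PERK kinase domain activated by AP20187 dimerizer at 100 nM; 0% = DMSO with dimerizer and 100% = rapamycin at 8.4 µM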
KLK5 inh – human KLK5 protease inhibitors, primary screen, biochemical, 1536-well. 0.59% of 210,000 active. AID 873, 2007. Kallikrein-5 (Homo sapiens), Q9Y337. inhibition, % at 5 µM. recombinant hK5, fluorogenic AMC substrate cleavage;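 active means inhibition of 40% or more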;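 further: 0% = enzyme controls without compound and 100% = no-enzyme blanks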
Target sequence (Q9Y337 67-293 limits assumed): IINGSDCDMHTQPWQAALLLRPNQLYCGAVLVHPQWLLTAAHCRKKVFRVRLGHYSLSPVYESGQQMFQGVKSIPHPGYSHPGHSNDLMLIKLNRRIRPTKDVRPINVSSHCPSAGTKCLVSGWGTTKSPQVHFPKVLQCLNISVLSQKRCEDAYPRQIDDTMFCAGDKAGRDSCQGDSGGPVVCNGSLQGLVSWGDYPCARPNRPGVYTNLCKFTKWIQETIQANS
FXIIa inh 1536 – human FXIIa protease inhibitors, primary screen, biochemical, 1536-well; Coagulation factor XII (Homo sapiens), P00748; inhibition, % at 5 µM; AID 800, 2007; 0.3% of 220,000 active; purified FXIIa, Boc-QGR-AMC fluorogenic substrate, 2 h; in the data active means inhibition above about 40%;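 further: 0% = enzyme with no compound and 100% = blank without enzyme; many of its hits are not listed in these tables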
Thrombin inh – human alpha-thrombin inhibitors, primary screen, counter-screen for coagulation protease inhibitor project, biochemical, 1536-well, fluorogenic AMC substrate; Prothrombin (Homo sapiens), P00734; Boc-VPR-AMC fluorogenic substrate cleavage; inhibition, % at 5 µM; 0.26% of 220,000 active;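 active means inhibition at or above 40%; inactive means inhibition below 40%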;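 further: 0% = enzyme with no compound and 100% = wells without enzyme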
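Test system: human alpha-thrombin protein / Dosing: one concentration per compound, 5 µM, with 0.2% DMSO / Medium: pH 7.5 Tris-saline with Tween 20 / Benchmarks: no-compound enzyme wells and no-enzyme blanks / Read-out basis: percent inhibition of thrombin substrate cleavage / Timing: reaction at room temperature / Measured by: fluorescence, ex 355 nm, em 460 nm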
FXIa inh 1536 – human FXIa protease inhibitors, primary screen, biochemical, 1536-well; Coagulation factor XI (Homo sapiens), P03951; 0.14% of 220,000 active; purified FXIa, Boc-Glu-Ala-Arg-AMC fluorogenic substrate; inhibition, % at 5 µM;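 active means inhibition of at least 40%; inactive means inhibition below 40%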;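 further: fluorescence of freed AMC excited at 355 nm; 0% = enzyme without compound and 100% = no enzyme blank; many of its hits are not listed in these tables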
Wee1 stabilizer – Wee1 degradation inhibitors, primary screen, cell-based, HeLa, Wee1K328M-luciferase, luminescence | HeLa Luc-Wee1K328M stability; 100% = proteasome inhibitor MG132 effect | 1.2% of 220,000 active | reporter increase, % at 5 µM;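 active means activation above the mean of all tested compounds plus 3 SD, set per screening run, cut at about 8.8% in these data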;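 further: cells exposed to compound for 20 h before luminescence read; 0% = DMSO alone and 100% = MG132 at 30 µM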
Starred values were filed as active, the others as inactive; x = not tested or not shown; [ ] = another dose, or the depositor's remark.

SMILES	Cl transport mod	Furin inh	p97 ATPase inh	PERK inhibitor	KLK5 inh	FXIIa inh 1536	Thrombin inh	FXIa inh 1536	Wee1 stabilizer
CCC(C)NC(=O)CSC1=Nc2ccccc2C2=NC(CCC(=O)NCc3ccco3)C(=O)N12 (stereo unspecified)	-0.2	-3[20 µM]	19*	1.6	-18	13	0	2	0
Cn1ccnc1C(=O)c1ccc(S(=O)(=O)N2CCCC2)cc1	0.41	-33	4	0.9	0	7	-1	-2	0
CCS(=O)(=O)NCC(c1cccnc1)N1CCN(c2ccc(OC)cc2)CC1 (stereo unspecified)	-0.82	-18	-2	-0.2	-3	8	-6	0	0
C(#CC1CCCC1)c1ccc2c(c1)COc1c3ccccc3nn1-2	-0.12	-24	x	x	3	6	-2	3	x
CO/N=C\C(=N\Nc1ccc(OC)cc1)C(=O)c1ccccc1	-0.96	3[20 µM]	-8	-1.0	3	16	2	5	3
O=[N+]([O-])c1ccc(C(O)CN=Cc2ccc(O)cc2O)cc1 (stereo unspecified)	0.41	-10	13	0.0	-3	4	-4	-3	4
CC1=CC2=NC(=O)/C(=C\c3cccn3CCOc3ccccc3)C(=N)N2O1	-1.6	-7	-3	-1.1	-7	3	-2	4	1
Cc1cc(C)n2cc(CSc3nnc(SCc4cn5c(C)cc(C)nc5n4)s3)nc2n1	-1.1	-15[20 µM]	8	0.6	-29	-4	-3	-1	0
OC(CN1C2=NCCN2c2ccccc21)c1ccccc1 (stereo unspecified)	0.86	-28	8	-0.8	-5	24	2	4	-3
CCOC1(OCC)C(c2ccc(N)cc2)C(C#N)(C#N)C1(OCC)OCC (stereo unspecified)	1.1	-12[20 µM]	2	0.8	6	29	6	16	0

As entered above.
KLK5 inh result of OC(CN1C2=NCCN2c2ccccc21)c1ccccc1 (stereo unspecified) is entered as -5
PERK inhibitor result of CC1=CC2=NC(=O)/C(=C\c3cccn3CCOc3ccccc3)C(=N)N2O1 is entered as -1.1

The results go on:
SMILES	Cl transport mod	Furin inh	p97 ATPase inh	PERK inhibitor	KLK5 inh	FXIIa inh 1536	Thrombin inh	FXIa inh 1536	Wee1 stabilizer
Cc1ccc(S(=O)(=O)N2CCCCC2)cc1C(=O)OCC(=O)NC(=O)NC12CC3CC(CC(C3)C1)C2	-0.44	-27	2	-0.2	-6	12	-3	1	0
O=C(N=Nc1ccc(NOC(=O)c2ccccc2Br)cc1)c1ccccc1O	4.2*	-12	2	0.4	1	7	2	2	1
COc1cc(CNCCCN2CCOCC2)ccc1OCC(=O)NC(C)(C)C	0.093	-24	1	0.2	1	x	-6	-3	3
Cc1ccc(-c2nnc(Nc3ccc4c(c3)OCO4)c3ccccc23)cc1S(=O)(=O)NC(C)C	-1.6	-11	7	-0.6	-21	2	-5	10	-1
COc1ccc(-c2cc(=O)c(C(=O)c3ccc(C)cc3)n[nH]2)cc1	0.054	-14	5	0.2	3	8	-4	0	0
c1ccc(CCc2nn3c(Cc4ccccc4)nnc3s2)cc1	-2.7*	-15[20 µM]	1	-1.0	-4	2	-6	-5	0
Cc1cccc(NC(=O)c2cc([N+](=O)[O-])ccc2NCC2CCCO2)n1 (stereo unspecified)	-0.87	-20	-4	1.1	-14	-2	11	-1	-2
CC(C)C(C)NC(=O)CN1C(=O)NC2(CCCc3ccccc32)C1=O (stereo unspecified)	0.48	-18	4	1.0	4	3	-1	9	-2
CCOC(=O)C(NC(C)=O)(NS(=O)(=O)c1ccccc1)C(F)(F)F (stereo unspecified)	0.014	-17[20 µM]	3	1.8	-19	17	4	6	-3
COc1ccc(N=C2SC(CC(=O)Nc3ccccc3)C(=O)N2Cc2ccco2)cc1 (stereo unspecified)	-0.55	-12	-3	-0.2	-6	12	-8	3	-1
O=C1c2cc(S(=O)(=O)NCCCO)ccc2-c2ccc(S(=O)(=O)NCCCO)cc21	-0.38	-18[20 µM]	3	1.1	-4	12	3	-6	3
CCOC(=O)c1ccc(NC(=O)CN2C(=O)CCC2=O)cc1	-0.89	-16[20 µM]	-2	1.1	-2	9	1	-7	2
Cc1cc(C)n(C(=O)c2cccc(S(=O)(=O)N3CCCCC3)c2)n1	-0.42	-18	4	0.5	2	5	-5	1	3
COC(=O)CC(NS(=O)(=O)c1cccs1)c1cccc2ccccc12 (stereo unspecified)	x	-20[20 µM]	2	0.3	-20	5	6	-13	2
Cn1c(=O)c2c(n(Cc3ccccc3)c1=O)NC(=O)C2CC(=O)O (stereo unspecified)	x	-22[20 µM]	3	2.6	0	16	4	4	1
COc1ccc(-c2c(NC(=O)c3ccco3)n(-c3ccccc3)nc(C)c2=O)cc1	-0.52	-21	-1	-0.3	8	1	-5	-8	-2
Cc1c(Nc2nc3ccccc3nc2NS(=O)(=O)c2cccc(Cl)c2)c(=O)n(-c2ccccc2)n1C	-1.7	-3	6	0.8	-6	11	-1	9	-2
C=CC[n+]1c(C)csc1Nc1cccc(Br)c1	-0.49	-6	-4	0.9	24	31	0	30	0
CC1(C)CC(NC(=O)COc2ccc3ccccc3c2)CC(C)(C)N1	-0.61	3[20 µM]	-6	-0.3	6	3	4	-2	-2
COc1ccccc1NC(=O)CSc1nc2ccccc2c(=O)n1CCNC(C)=O	-0.62	-24	-2	-0.1	2	-2	-5	-6	3
Cc1cccc(Nc2nc(N)nc(CN3CCC(C(N)=O)CC3)n2)c1C	-1.2	-8[20 µM]	0	1.3	-3	-3	-7	-3	-1
CCOc1ccc(NC(=O)CC(NCc2ccccn2)C(=O)O)cc1 (stereo unspecified)	-0.53	-17	3	1.8	x	8	-3	-2	-1
N/C(=N\OC(=O)Oc1ccccc1)c1ccc([N+](=O)[O-])cc1	0.11	-35	7	0.7	-6	15	2	7	3
Cc1ccc(C)c(NC(=O)C(Sc2nncn2C)c2ccccc2)c1 (stereo unspecified)	x	-25	3	1.3	0	8	-1	7	0
O=C1c2ccccc2C(=O)N1Cc1ccc2c(c1)OCO2	-0.067	0[20 µM]	6	1.4	-11	10	-4	-10	1
COC(=O)C1C(O)=C(C(C)=Nc2cccc3ccccc23)C(=O)CC1(C)C (stereo unspecified)	-0.23	-2	-4	0.2	-7	-1	-6	-7	-1
COCCNC(=O)/C(C#N)=C/C=C/c1ccccc1	-0.13	-16	4	0.6	-3	9	1	2	-1
COc1ccc(C(=O)NCC(=O)OCc2csc(-c3ccccc3)n2)cc1	-0.045	-15	-5	-0.3	-15	-2	-9	-6	1
COc1ccc(CSc2nncn2N)cc1[N+](=O)[O-]	0.05	-9	4	1.6	-3	12	3	9	-2
CCN(C(=O)COC(=O)c1cc(-c2ccccc2)nn1-c1ccccc1)C1CCS(=O)(=O)C1 (stereo unspecified)	0.027	-16	-4	0.3	-3	2	-8	-5	10*
COc1ccc(S(=O)(=O)N2CCOCC2)cc1NC(=O)c1ccc2c(c1)OCCO2	0.75	-22	4	0.4	0	9	2	3	8
CCOC(=O)C1=C(C)NC(SCC(N)=O)=C(C#N)C1c1ccccc1 (stereo unspecified)	x	-17[20 µM]	-3	-0.8	-18	15	3	4	0
Cc1nc(N)c(CC(Br)CBr)c(Cl)n1 (stereo unspecified)	-0.26	-17	2	0.9	4	13	3	3	-2
COc1ccc(C2C(C(=O)c3ccccc3)=C(C)Nc3nc4ccccc4n32)c(OC)c1 (stereo unspecified)	-0.71	-17	7	0.6	-10	13	-1	7	7
O=C(CCNC(=O)c1ccc(Br)o1)NCc1ccccc1Cl	-0.19	-25	2	0.7	-10	3	1	2	0
CCOC(=O)c1c(C)[nH]c(C(=O)COC(=O)c2oc3ccccc3c2C)c1C	1.4	-10[20 µM]	-2	0.6	-15	3	-4	-12	3
COc1ccc(F)c(CN2CCC(N3CCC(C(=O)N4CCOCC4)CC3)CC2)c1	-0.35	-7	2	0.5	-9	0	-6	-11	3
Cc1ccc(NC(=O)CSc2n[nH]c(-c3ccncc3)n2)cc1	0.18	-17	4	0.7	4	15	2	7	-2
CCOC(=O)N1CCN(c2c(-c3ccc(C)cc3)c(=O)c2=O)CC1	-0.5	-11	1	0.0	-19	10	-1	4	2
COc1cc(NC(=O)C2CCN(S(=O)(=O)c3cccnc3)CC2)cc(OC)c1OC	x	-6[20 µM]	0	-0.8	-5	1	0	-2	2

Structural class, those above containing a COOH group
SMILES	Cl transport mod	Furin inh	p97 ATPase inh	PERK inhibitor	KLK5 inh	FXIIa inh 1536	Thrombin inh	FXIa inh 1536	Wee1 stabilizer
Cn1c(=O)c2c(n(Cc3ccccc3)c1=O)NC(=O)C2CC(=O)O (stereo unspecified)	x	-22[20 µM]	3	2.6	0	16	4	4	1
CCOc1ccc(NC(=O)CC(NCc2ccccn2)C(=O)O)cc1 (stereo unspecified)	-0.53	-17	3	1.8	x	8	-3	-2	-1

Record cards (already shown). Order of screens: Cl transport mod	Furin inh	p97 ATPase inh	PERK inhibitor	KLK5 inh	FXIIa inh 1536	Thrombin inh	FXIa inh 1536	Wee1 stabilizer
Record of COc1ccc(S(=O)(=O)N2CCOCC2)cc1NC(=O)c1ccc2c(c1)OCCO2 → 0.75	-22	4	0.4	0	9	2	3	8
Record of CCOC(=O)c1c(C)[nH]c(C(=O)COC(=O)c2oc3ccccc3c2C)c1C → 1.4	-10[20 µM]	-2	0.6	-15	3	-4	-12	3
Record of COc1ccc(F)c(CN2CCC(N3CCC(C(=O)N4CCOCC4)CC3)CC2)c1 → -0.35	-7	2	0.5	-9	0	-6	-11	3
Record of CCOC(=O)N1CCN(c2c(-c3ccc(C)cc3)c(=O)c2=O)CC1 → -0.5	-11	1	0.0	-19	10	-1	4	2

Next section:
SMILES	Cl transport mod	Furin inh	p97 ATPase inh	PERK inhibitor	KLK5 inh	FXIIa inh 1536	Thrombin inh	FXIa inh 1536	Wee1 stabilizer
Cc1nn(-c2ccccc2)c2nc(-c3ccncc3)cc(C(=O)NCc3ccco3)c12	-0.64	-32	4	-1.1	-1	-17	-15	-5	7
CS(=O)(=O)c1ccc2nc(NC(=O)c3ccc(=O)[nH]c3)sc2c1	-0.65	-28	7	0.5	6	11	2	3	-3
CCOC(=O)c1cnc(-c2ccccc2)nc1Oc1ccccc1	0.13	-14	0	1.7	-4	-8	-3	-7	-3
CC(C)(C)n1nnnc1C(c1ccc(C#N)cc1)N1CCCC2(CCCCC2)C1 (stereo unspecified)	-1.7	-13	-3	0.6	-6	1	0	-2	2
Clc1ccccc1-c1nc(/C=N/N2CCOCC2)c2ccccn12	-0.045	-21	-3	0.7	0	8	-11	-3	-2
